SW480 rerep – A quantitative high throughput screen for small molecules that induce DNA re-replication in SW480 colon adenocarcinoma cells; SW480 DNA re-replication, Hoechst DNA content imaging, 48 h; Potency, µM (titrated, usually from 46.1 µM), for inactives: at the highest dose re-replication activation, actives largely listed as activators; hit rate 1.8% among 340,000; further: potency means the concentration at half of the fitted maximal effect; % of control where 0% means no effect; nearly all actives have a fitted effect of over 55% in size
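Cells (250 per well) received 23 nL compound or DMSO by pin tool and were kept 48 hr at 37 C, 5% CO2. Nuclei were then stained with Hoechst for 40 min and scanned for DNA content.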
KB-V1 cytotox – qHTS assay for MDR1-selective chemotherapeutics: Primary screen using the drug-selected MDR subline cells KB-V1. KB-V1 MDR cells viability, CellTiter-Glo, 72 h. Potency, µM (highest dose often 46.1 µM), inactives show at the highest dose activity change, negative = cytotoxicity, actives largely listed as cytotoxic. hit rate 3.4% among 400,000; further: potency means the concentration at half of the fitted maximal effect; on the % scale 0 is the no-effect control and ±100 the full control effect; nearly all actives have a fitted effect of over 60% in size
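Drug-selected KB-V1 cells, grown in DMEM lacking phenol red with 10% FBS, receive compound titrations; after three days at 37 degrees C, surviving cell ATP is quantified by CellTiter-Glo luminescence and responses normalized and curve-fitted.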
KB-3-1 cytotox – qHTS assay for MDR1-selective chemotherapeutics: Primary screen using the parental adenocarcinoma cell KB-3-1. KB-3-1 viability, CellTiter-Glo ATP luminescence, 72 h. Potency, µM (top dose mostly 46.1 µM), without a hit: at the top dose activity change, negative = cytotoxic, most hits filed as cytotoxic. hit rate 1.4% among 400,000. AID 1347075, 2019; further: potency means the concentration at half of the fitted maximal effect; on the % scale 0 is the no-effect control and ±100 the full control effect; nearly all actives have a fitted effect of over 60% in size
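Cells are dispensed, compounds pinned in, plates held at 37 °C for 72 h, then CellTiter-Glo is added and luminescence read after 10 minutes. Cell line: parental KB-3-1 in phenol-red-free DMEM, 10% FBS.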
HEK293 tox – qHTS of GLP-1 Receptor Inverse Agonists: Cytotox Screen. AID 624418, 2012. hit rate 0.13% among 410,000. Potency, µM (series often up to 38.3 µM), for the others: top-dose activity change, negative = inhibition, usual class: inhibitors. HEK293 cAMP-luciferase reporter cells, luminescence, 24 h;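 further: loss of luciferase light is scored as toxicity; potency means the concentration at half of the fitted maximal effect; on the % scale 0 is the no-effect control and ±100 the full control effect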
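Here, cytotoxicity is scored as loss of luminescence. The MLSMR collection was tested on cells seeded in medium containing 10% Nu serum, with a 24 hr compound exposure preceded by 12 hours of culture.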
HT1080-NT tox – qHTS for induction of synthetic lethality in tumor cells producing 2HG: qHTS for the HT-1080-NT fibrosarcoma cell line. HT-1080-NT fibrosarcoma viability, CellTiter-Glo ATP luminescence, 48 h. Potency, µM (top dose mostly 46.1 µM), for inactives: top-dose activity, negative = less viability, usual class: cytotoxic. hit rate 1.6% among 360,000;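 further: NT is the 2HG producing partner of a matched IDH1 knockdown line; potency means the concentration at half of the fitted maximal effect; 0% = DMSO-treated cells and -100% = media-only wells without cells; nearly all actives have a fitted effect of over 55% in size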
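Read-out is CellTiter-Glo luminescence after 10 minutes at room temperature, following 48 hours' compound treatment of HT-1080-NT cells (750 cells/well, RPMI, 5% FBS, 37 degrees C).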
HT1080 IDH1KD tx – qHTS for induction of synthetic lethality in tumor cells producing 2HG: qHTS for the HT-1080-IDH1KD cell line; HT-1080 IDH1 knockdown viability, ATP luminescence, 48 h; Potency, µM (titrated, usually from 46.1 µM), for inactives: at the top dose activity, negative = toxicity, most hits filed as cytotoxic; hit rate 2% among 360,000;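 further: potency means the concentration at half of the fitted maximal effect; 0% = DMSO wells and -100% = cell-free medium wells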
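% activity derives from luminescence (CellTiter-Glo), normalised to DMSO and no-cell wells. HT-1080-IDH1KD cells, 750/well, had 48 h compound exposure at 37 °C.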
D3 ag – qHTS of D3 Dopamine Receptor Agonist: qHTS | D(3) dopamine receptor (Homo sapiens), P35462 | D3R DiscoveRx beta-arrestin cells, luminescence, 90 min | max activation, % | hit rate 0.58% among 410,000 | AID 652048, 2013; in the data active means max activation above about 30%; further: 0% is about no effect; mostly tested at two doses, the higher about 12 µM
Target sequence (P35462 whole entry, looked up): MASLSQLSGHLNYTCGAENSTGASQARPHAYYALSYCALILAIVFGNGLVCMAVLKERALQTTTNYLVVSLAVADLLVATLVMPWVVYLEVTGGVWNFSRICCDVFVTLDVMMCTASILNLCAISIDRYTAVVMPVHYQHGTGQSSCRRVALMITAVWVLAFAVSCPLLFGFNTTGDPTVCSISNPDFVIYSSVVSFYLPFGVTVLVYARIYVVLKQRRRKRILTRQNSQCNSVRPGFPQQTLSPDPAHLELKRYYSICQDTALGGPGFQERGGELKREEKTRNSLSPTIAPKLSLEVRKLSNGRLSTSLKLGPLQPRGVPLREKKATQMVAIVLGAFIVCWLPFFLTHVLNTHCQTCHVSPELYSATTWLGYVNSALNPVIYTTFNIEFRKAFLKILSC
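Agonist-mode cell screen: cells plated at 1500/well and incubated overnight at 37 °C, then exposed to library compounds for 90 min at 37 °C. Detection reagent was added for 30–60 min at room temperature, and luminescence was read.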
IL-1B inflam inh – qHTS for Inhibitors of Inflammasome Signaling: IL-1-beta AlphaLISA Primary Screen; THP-1 LPS/ATP IL-1B secretion, AlphaLISA, 16 h; hits give low values; activity change, % at 57.5 µM; hit rate 4.7% among 360,000; in the data active means activity change below about -50%; inconclusive means mostly about -30% to -49%; further: on the % scale 0 is the no-effect control and ±100 the full control effect
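THP-1 cells pretreated 1 hr with compounds (up to 57.5 uM final), then stimulated with LPS (250 ng/mL final) plus ATP (1.25 mM final); secreted IL-1B measured by AlphaLISA after 16 hr, decreased signal indicating inhibition.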
MCF10A rerep – A quantitative high throughput screen for small molecules that induce DNA re-replication in MCF 10a normal breast cells; hit rate 2.9% among 350,000; Potency, µM (series often up to 46.1 µM), inactives show top-dose activity, positive = re-replication, actives largely listed as activators; MCF 10A DNA re-replication, Hoechst nuclear intensity, 48 h; further: potency means the concentration at half of the fitted maximal effect; % of control where 0% means no effect; nearly all actives have a fitted effect of over 50% in size
The depositor's hits bear a star; [ ] = another dose, or the depositor's remark. Unless noted, the call rests on the fitted dose curve; in most records, active means well fitted curve in the direction sought with a large enough effect; inconclusive means small, poorly fitted or top-dose-only effect, or another doubt; inactive means no such curve, though single readings can be large; an effect the other way counts as inactive or inconclusive.

For CC[C@]12C(=O)N(C)C[C@H]([C@@H]3C(=O)N(C)C(=O)[C@@H]31)N2C(=O)c1ccc(F)cc1 the results were SW480 rerep 1%, KB-V1 cytotox 0%, KB-3-1 cytotox 12%, HEK293 tox -18%, HT1080-NT tox 9%, HT1080 IDH1KD tx 5%, D3 ag 7, IL-1B inflam inh 34 and MCF10A rerep 8%.
O=C(CSc1nnc(-c2ccccc2)o1)N1CCc2ccccc2C1 was read as SW480 rerep -3%, KB-V1 cytotox -9%, KB-3-1 cytotox 1%, HEK293 tox 10%, HT1080-NT tox -4%, HT1080 IDH1KD tx -5%, D3 ag 1, IL-1B inflam inh -22 and MCF10A rerep 13%.
For C(=NN1CCCCCC1)c1cccc2ccccc12 the results were SW480 rerep -2%, KB-V1 cytotox -4%, KB-3-1 cytotox -4%, HEK293 tox 15%, HT1080-NT tox 13%, HT1080 IDH1KD tx 13%, D3 ag -8, IL-1B inflam inh -19 and MCF10A rerep 6%.
CCCc1cc(=O)[nH]c(SCC(=O)Nc2ccc(Br)cc2)n1 was read as SW480 rerep -3%, KB-V1 cytotox 0%, KB-3-1 cytotox 2%, HEK293 tox -17%, HT1080-NT tox -2%, HT1080 IDH1KD tx -15%, D3 ag 2, IL-1B inflam inh 3 and MCF10A rerep 24%.
For CCOc1ccc2[nH]c3c(N4CCc5ccccc5C4)ncnc3c2c1 the results were SW480 rerep inconclusive, KB-V1 cytotox 12µM*, KB-3-1 cytotox inconclusive, HEK293 tox inconclusive, HT1080-NT tox 18µM*, HT1080 IDH1KD tx 10µM*, D3 ag -13 and MCF10A rerep 9.2µM*.
For COc1ccc(NC(=O)CSCC(=O)Nc2nnc(C)s2)cc1 the results were SW480 rerep 2%, KB-V1 cytotox 4%, KB-3-1 cytotox -4%, HEK293 tox 2%, HT1080-NT tox 4%, HT1080 IDH1KD tx 3%, D3 ag -2, IL-1B inflam inh 5 and MCF10A rerep 0%.
`COc1cc(CNc2ncc(-c3ccc(Cl)cc3)n2C)cc(OC)c1OC` gave SW480 rerep -7%, KB-V1 cytotox inconclusive, KB-3-1 cytotox -5%, HEK293 tox -16%, HT1080-NT tox -18%, HT1080 IDH1KD tx -17%, D3 ag -8, IL-1B inflam inh -19 and MCF10A rerep 4%.
Screening COC(=O)C1=CN(Cc2ccc(OC)cc2)C=C(C(=O)OC)C1c1ccsc1 returned SW480 rerep 23µM*, KB-V1 cytotox inconclusive, KB-3-1 cytotox -7%, HEK293 tox 10%, HT1080-NT tox -6%, HT1080 IDH1KD tx -21%, D3 ag 14, IL-1B inflam inh -28 and MCF10A rerep inconclusive.
`C=C(C)COc1ccc(-c2[nH]ncc2-c2ccc(OC)c(OC)c2)c(O)c1` gave SW480 rerep 2.9µM*, KB-V1 cytotox 1.3µM*, KB-3-1 cytotox 1.6µM*, HEK293 tox inconclusive, HT1080-NT tox 7.3µM*, HT1080 IDH1KD tx 4.6µM*, D3 ag 7, IL-1B inflam inh -19 and MCF10A rerep 5.2µM*.
For Cc1cc(C(=O)N2CCC2(C)C(=O)O)c(C)o1 (stereo not drawn) the results were KB-V1 cytotox 0%, KB-3-1 cytotox 0%, HEK293 tox 4%, HT1080-NT tox 5%, HT1080 IDH1KD tx 14%, D3 ag -3 and IL-1B inflam inh 6.

The list goes on, starting with the last 2 of the part before.
`C=C(C)COc1ccc(-c2[nH]ncc2-c2ccc(OC)c(OC)c2)c(O)c1` gave SW480 rerep 2.9µM*, KB-V1 cytotox 1.3µM*, KB-3-1 cytotox 1.6µM*, HEK293 tox inconclusive, HT1080-NT tox 7.3µM*, HT1080 IDH1KD tx 4.6µM*, D3 ag 7, IL-1B inflam inh -19 and MCF10A rerep 5.2µM*.
For Cc1cc(C(=O)N2CCC2(C)C(=O)O)c(C)o1 (stereo not drawn) the results were KB-V1 cytotox 0%, KB-3-1 cytotox 0%, HEK293 tox 4%, HT1080-NT tox 5%, HT1080 IDH1KD tx 14%, D3 ag -3 and IL-1B inflam inh 6.
O=C(NN1C(=O)C2C3C=CC([C@H]4CC34)[C@@H]2C1=O)c1ccc(Br)cc1 (stereo partly drawn) was read as SW480 rerep -8%, KB-V1 cytotox inconclusive, KB-3-1 cytotox -8%, HEK293 tox -3%, HT1080-NT tox -1%, HT1080 IDH1KD tx 2%, D3 ag -4, IL-1B inflam inh 30 and MCF10A rerep 0%.
CC(=O)OCCCN1C(=O)c2ccc(Br)cc2C1=O was read as SW480 rerep -3%, KB-V1 cytotox 8%, KB-3-1 cytotox -7%, HEK293 tox -10%, HT1080-NT tox 12%, HT1080 IDH1KD tx -1%, D3 ag 0, IL-1B inflam inh 6 and MCF10A rerep 2%.
CC1CN(C(=O)CCC(=O)NCCCN2CCC(Cc3ccccc3)CC2)c2cc(Cl)ccc2O1 (stereo not drawn) was read as SW480 rerep inconclusive, KB-V1 cytotox inconclusive, KB-3-1 cytotox inconclusive, HEK293 tox 4%, HT1080-NT tox inconclusive, HT1080 IDH1KD tx 16µM*, D3 ag -30, IL-1B inflam inh -29 and MCF10A rerep 19%.
COCC(=O)Nc1ccc(S(=O)(=O)Nc2cc(C)nc(C)n2)cc1 was read as SW480 rerep 0%, KB-V1 cytotox 1%, KB-3-1 cytotox -24%, HEK293 tox -19%, HT1080-NT tox 1%, HT1080 IDH1KD tx 7%, D3 ag -1, IL-1B inflam inh -9 and MCF10A rerep -4%.
`Cc1ccc(-n2c(SCC(=O)NCc3ccco3)nc3c([nH]c4ccccc43)c2=O)cc1` gave SW480 rerep -1%, KB-V1 cytotox -23%, KB-3-1 cytotox -2%, HEK293 tox 0%, HT1080-NT tox -4%, HT1080 IDH1KD tx -3%, D3 ag 0, IL-1B inflam inh -2 and MCF10A rerep inconclusive.
Screening Cc1ccc(OCC(=O)Nc2ccc(CN3CCOCC3)cc2)cc1C returned SW480 rerep 0%, KB-V1 cytotox -5%, KB-3-1 cytotox -15%, HEK293 tox -7%, HT1080-NT tox -5%, HT1080 IDH1KD tx 3%, D3 ag -3, IL-1B inflam inh -9 and MCF10A rerep inconclusive.
`Cc1ccc(C)c(CSc2nnc(C)c(=O)[nH]2)c1` gave SW480 rerep -30%[inhibitor], KB-V1 cytotox 1%, KB-3-1 cytotox -1%, HEK293 tox 0%, HT1080-NT tox 0%, HT1080 IDH1KD tx -1%, D3 ag -2, IL-1B inflam inh 11 and MCF10A rerep 0%.
O=C1CC2(CCCC2)Oc2ccccc21 was read as SW480 rerep -3%, KB-V1 cytotox 9%, KB-3-1 cytotox -8%, HEK293 tox 3%, HT1080-NT tox -1%, HT1080 IDH1KD tx 1%, D3 ag 5, IL-1B inflam inh 8 and MCF10A rerep inconclusive.
Screening COc1cccc(OCc2cc(C(=O)N(Cc3nccn3C)C(C)C)no2)c1 returned SW480 rerep -6%, KB-V1 cytotox -13%, KB-3-1 cytotox -4%, HEK293 tox 2%, HT1080-NT tox 1%, HT1080 IDH1KD tx -4%, D3 ag 1, IL-1B inflam inh 11 and MCF10A rerep 7%.
For c1ccc(Cc2nc3ccccc3s2)cc1 the results were SW480 rerep inconclusive, KB-V1 cytotox -6%, KB-3-1 cytotox -3%, HEK293 tox -8%, HT1080-NT tox 1%, HT1080 IDH1KD tx 3%, D3 ag -5, IL-1B inflam inh 6 and MCF10A rerep -8%.
C/C(=N\NC(=O)CSc1nc2ccccc2s1)c1cccnc1 was read as SW480 rerep -1%, KB-V1 cytotox -2%, KB-3-1 cytotox -5%, HEK293 tox -2%, HT1080-NT tox -15%, HT1080 IDH1KD tx -7%, D3 ag 2, IL-1B inflam inh 24 and MCF10A rerep 2%.
For CCNC(=O)NC(=O)COC(=O)c1cccc(S(=O)(=O)N2CC3(C)CC2CC(C)(C)C3)c1 (stereo not drawn) the results were SW480 rerep -35%[inhibitor], KB-V1 cytotox -20%, KB-3-1 cytotox -11%, HEK293 tox -17%, HT1080-NT tox -4%, HT1080 IDH1KD tx -7%, D3 ag -5, IL-1B inflam inh 7 and MCF10A rerep inconclusive.
CC(=O)Nc1ccc2c(COC(=O)[C@@H](NS(=O)(=O)c3ccc(C)cc3)C(C)C)cc(=O)oc2c1 was read as SW480 rerep 11%, KB-V1 cytotox 14%, KB-3-1 cytotox inconclusive, HEK293 tox 1%, HT1080-NT tox 0%, HT1080 IDH1KD tx -8%, D3 ag 1, IL-1B inflam inh -3 and MCF10A rerep 9%.
Cc1c(Cl)cccc1NC(=O)N1CCN(Cc2cc(=O)n3nc(-c4ccccc4F)sc3n2)CC1 was read as KB-V1 cytotox inconclusive, KB-3-1 cytotox 5%, HEK293 tox -4% and D3 ag 4.
For Cc1ccc(CNC(=O)c2ccc(N3CCC4(CC3)CC(c3cccc(Br)c3)=NO4)c(NC(=O)c3ccco3)c2)cc1 the results were SW480 rerep 1%, KB-V1 cytotox inconclusive, KB-3-1 cytotox 17%, HEK293 tox 7%, HT1080-NT tox -10%, HT1080 IDH1KD tx 2%, D3 ag 10, IL-1B inflam inh -21 and MCF10A rerep -3%.
Screening CSc1nc(C)cc(OCNC(=O)c2cccs2)n1 returned SW480 rerep -11%, KB-V1 cytotox 0%, KB-3-1 cytotox 3%, HEK293 tox -15%, HT1080-NT tox 18%, HT1080 IDH1KD tx 11%, D3 ag 5, IL-1B inflam inh -14 and MCF10A rerep -8%.
Screening Cc1ccccc1Nc1ccc(S(=O)(=O)N2CCOCC2)cc1[N+](=O)[O-] returned SW480 rerep 1%, KB-V1 cytotox inconclusive, KB-3-1 cytotox -1%, HEK293 tox -29%, HT1080-NT tox -3%, HT1080 IDH1KD tx -10%, D3 ag -11, IL-1B inflam inh inconclusive and MCF10A rerep inconclusive.
